FLuc inhib CS = counter-screen for luciferase assay inhibitors: firefly luciferase inhibition; P08659; ATPLite firefly luciferase biochemical luminescence, 10 min; inhibition, % at 10 µM; hit rate 1.5% among 200,000; AID 1006;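 active = inhibition above about 50% when tested at 10 µM, limit read from the data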
Target sequence (P08659 whole entry, looked up): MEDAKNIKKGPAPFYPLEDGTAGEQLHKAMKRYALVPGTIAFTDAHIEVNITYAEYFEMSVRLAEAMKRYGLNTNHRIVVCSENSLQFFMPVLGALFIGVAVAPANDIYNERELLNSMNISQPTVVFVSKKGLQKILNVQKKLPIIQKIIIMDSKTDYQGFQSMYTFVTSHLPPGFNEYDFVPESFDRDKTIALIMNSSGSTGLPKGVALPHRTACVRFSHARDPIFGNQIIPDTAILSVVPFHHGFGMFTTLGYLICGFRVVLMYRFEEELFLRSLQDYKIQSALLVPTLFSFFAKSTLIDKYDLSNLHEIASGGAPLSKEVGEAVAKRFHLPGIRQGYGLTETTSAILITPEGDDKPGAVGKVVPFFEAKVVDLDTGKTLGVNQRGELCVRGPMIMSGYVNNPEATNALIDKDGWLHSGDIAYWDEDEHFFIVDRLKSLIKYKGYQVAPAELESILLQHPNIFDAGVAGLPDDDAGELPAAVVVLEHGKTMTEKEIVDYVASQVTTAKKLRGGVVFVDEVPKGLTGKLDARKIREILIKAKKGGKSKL
STAT3 blocker = reduces IL-6 driven STAT3 reporter signal | inhibition, % at 5.5 µM | hit rate 0.89% among 190,000 | U3A cells, IL-6 STAT3-luciferase reporter, luminescence; host cell line lacks STAT1;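 active = inhibition above the mean inhibition across all screened compounds plus 3 SD, cut at about 44% in these data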;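 note: 0% = DMSO only wells and 100% = 100 µM nifuroxazide control wells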
APP 5'UTR act = activates APP 5'UTR luciferase reporter | SH-SY5Y APP 5'UTR luciferase reporter, luminescence; zero percent = DMSO vehicle wells | activation, % at 2 µM | hit rate 1% among 190,000 | AID 1276;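 active = activation above a set limit, based on mean plus 3 SD of controls, cut at about 140% in these data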; note: values of inactives mirror those of a sister screen read the other way
ROMK primary = modulates human ROMK potassium channel activity; B-score at 10 µM; AID 1918; hit rate 2% among 130,000; P48048; Tet-inducible ROMK, thallium flux fluorescence; actives lie on both sides;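 active = signal ratio slope over the read window, or its plate-corrected B-score, at least 3 SD from the plate mean, either direction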;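 note: B-score of the F/F0 ratio slope over 7 to 12 s after thallium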
Target sequence (P48048 whole entry, looked up): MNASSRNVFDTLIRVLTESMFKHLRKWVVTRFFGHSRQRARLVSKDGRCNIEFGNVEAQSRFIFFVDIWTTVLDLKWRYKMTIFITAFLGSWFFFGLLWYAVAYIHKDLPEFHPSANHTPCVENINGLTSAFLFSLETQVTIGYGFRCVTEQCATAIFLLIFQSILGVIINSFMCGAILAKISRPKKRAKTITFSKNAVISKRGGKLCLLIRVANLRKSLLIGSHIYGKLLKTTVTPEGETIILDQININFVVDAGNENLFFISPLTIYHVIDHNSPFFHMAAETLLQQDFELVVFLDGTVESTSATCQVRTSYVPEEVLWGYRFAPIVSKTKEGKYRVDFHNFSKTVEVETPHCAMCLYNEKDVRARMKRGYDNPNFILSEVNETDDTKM
STAT3 activator = STAT3 signaling activation; U3A cells, IL-6 STAT3-luciferase reporter, luminescence; 100% = signal with IL-6 EC80 alone; activation (% of control), % at 5.6 µM; hit rate 0.91% among 190,000; AID 871;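 active = activation above the screen-wide mean of compound activation plus 3 SD, cut at about 130% in these data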;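 note: 0% = background luminescence of wells with medium and substrate only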
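Test system: Human STAT1-deficient U3A cells with stable STAT3-luciferase reporter | Also added: Interleukin-6, 33 ng/mL | Timing: Compound pre-incubation 1 h before IL-6, then 6 h stimulation at 37 °C | Technique: Luciferase reporter luminescence | Read-out: Percent of IL-6-only median luminescence | Benchmarks: IL-6-only wells as 100% reference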
NF-kB neuron act = compounds increasing NF-kB expression in human neuronal cells. hit rate 1.6% among 190,000. AID 1239. fold change at 12.5 µM. NF-kB reporter expression; active compounds read high; in the data active = fold change above about 3.3
FLuc act counter = affects firefly luciferase, flagging false hits in luciferase stimulation screens; ATPlite luciferase biochemical, luminescence, 10 min; 0 = ATP-free wells, 1 = DMSO control; activation factor at 10 µM; 200,000 tested, under 10 active;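 active = luciferase activation factor, scaled between plate controls, of at least 2 with compound at 10 µM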
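Material: Luciferase/luciferin reagent mix; Doses: test compounds dosed from 2 mM stocks in 100% DMSO; Schedule: 10 min incubation after luciferase reagent addition, room temperature; Measured by: luminescence from luciferase reaction; Read-out: luminescence gain marking luciferase activators.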
STAT1 activator = activators of IFN-gamma induced STAT1 signaling; NIH 3T3 STAT1-luciferase reporter, luminescence; 100% = IFN-gamma alone, no compound; activation (% of control), % at 5.5 µM; hit rate 2.6% among 200,000;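 active = activation above the screen-wide mean activation plus 3 SD, cut at about 130% in these data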;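 note: raw ratio to IFN-gamma control signal so 100% means no change and 0% no light; values of inactives mirror those of a sister screen read the other way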
STAT1 inh = STAT1 signaling inhibition; hit rate 0.35% among 200,000; NIH 3T3 STAT1-luciferase reporter, IFN-gamma, luminescence; inhibition, % at 5.5 µM;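 active = inhibition above a set limit, the mean inhibition across all tested compounds plus 3 SD, cut at about 34% in these data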;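 note: 0% = IFN-gamma with DMSO and 100% = IFN-gamma with 300 µM nifuroxazide; values of inactives mirror those of a sister screen read the other way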
APP 5UTR inh = APP translation inhibition | hit rate 0.82% among 190,000 | SH-SY5Y APP 5'UTR-luciferase reporter, luminescence | AID 1285 | inhibition, % at 2 µM;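 active = inhibition above a set limit, derived from the sample mean plus 3 SD, cut at about 45% in these data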; note: values of inactives mirror those of a sister screen read the other way
Starred values were filed as active, the others as inactive; nt = no result given. An unsorted share of the library (roughly 7.1% active in at least one column).

SMILES | FLuc inhib CS | STAT3 blocker | APP 5'UTR act | ROMK primary | STAT3 activator | NF-kB neuron act | FLuc act counter | STAT1 activator | STAT1 inh | APP 5UTR inh
CCCCCNC(=O)c1ccc2c(=O)n(CC3CCCO3)c(=O)[nH]c2c1 (configuration not stated) | -6 | 10 | 3 | -0.14 | 94 | 1 | 1.1 | 109 | -10 | -3
Cc1nc2ccc(S(=O)(=O)NC(C(=O)Nc3nc4ccc(Cl)cc4s3)C(C)C)cc2s1 (configuration not stated) | -7 | 2 | 3 | nt | 102 | 1.2 | 1.1 | 110 | -11 | -3
O=C1c2ccccc2-c2onc3c(Oc4ccccc4)cc(O)c1c23 | 2 | -26 | 55 | -1.2 | 123 | 1 | 1 | 99 | -1 | -55
Cc1cc(N2CCN(C)CC2)nc2ccc(NC(=S)NCCCN3CCc4ccccc4C3)cc12 | -3 | 2 | 18 | 0.21 | 98 | 0.91 | 1 | 95 | 6 | -18
N#CC(C#N)=C(Nc1ccccc1)c1ccccc1 | 1 | 6 | 10 | 0.015 | 96 | 1.2 | 1 | 91 | 10 | -10
COc1ccc(OC)c(S(=O)(=O)Nc2ccc3oc4c(c3c2)C(=O)CCC4)c1 | 0 | 12 | 54 | nt | 93 | 0.79 | 1 | 100 | 0 | -54
CCOc1ccc(/C(O)=C2\C(=O)C(=O)N(CCN(C)C)C2c2cccc(OC)c2OC)cc1Cl (configuration not stated) | -3 | 11 | 31 | nt | 95 | 0.87 | 1 | 99 | 1 | -32
Sc1oc(-c2ccccc2)cc1C=Nc1ccccc1 | 27 | -10 | 30 | 1.2 | 109 | 3 | 0.7 | 134* | -37 | -30
C=CCNCCCCOc1ccc(OCc2ccccc2)cc1 | 11 | 25 | 71 | -1.6 | 82 | 3.1 | 0.9 | 104 | -5 | -71
Cc1c(-c2nnnn2-c2ccc(F)cc2)cnc2cc3c(cc12)OCO3 | -5 | 0 | 3 | -1.1 | 106 | 1.2 | 1.1 | 91 | 10 | -3
CC(=O)N=c1sc2ccccc2n1C | -4 | 16 | 2 | nt | 90 | 1.4 | 1 | 96 | 4 | -2
COc1ccc(Cl)cc1NC(=S)Nc1ccccc1C | -4 | 9 | 20 | -0.51 | 94 | 1.1 | 1 | 101 | 0 | -20
CCCCCc1c(C)nc(NCc2ccccc2)[nH]c1=O | -1 | 12 | -4 | nt | 93 | 1.2 | 1 | 100 | 2 | 4
CCCCCOC(=O)NCC(O)c1ccccc1 (configuration not stated) | 9 | 2 | 105 | nt | 103 | 2.9 | 0.9 | 144* | -49 | -105
CC(C)OCCCNC(=O)c1ccccc1Oc1ccccc1 | -2 | 2 | 10 | nt | 101 | 1.2 | 1 | 105 | -6 | -10
Cc1ccc2nc(-c3ccccc3)c(NC(=O)c3ccco3)n2c1 | -7 | -2 | 39 | -0.27 | 104 | 1 | 1.1 | 96 | 2 | -39
O=C(CCCc1c[nH]c2ccccc12)NCc1ccc2c(c1)OCO2 | -4 | 4 | 5 | 0.6 | 102 | 1.2 | 1 | 95 | 5 | -5
O=C(NCC1CCCO1)c1ccc(NC(=O)C2C3C=CC(C3)C2C(=O)O)cc1 (configuration not stated) | -5 | -2 | 7 | nt | 104 | 1.1 | 1.1 | 98 | 3 | -7
O=c1[nH]c(CN2CCc3ccccc32)nc2scc(-c3cccs3)c12 | 1 | -6 | 1 | 0.54 | 112 | 0.95 | 1 | 102 | -2 | -1
COc1cccc(C2CC(C(F)(F)F)n3ncc(C(=O)NCC4CCCO4)c3N2)c1 (configuration not stated) | -4 | 6 | -3 | nt | 98 | 1 | 1 | 97 | 3 | 3
O=C(Nc1cccc(Cl)c1)O/N=C\c1ccncc1 | -1 | 6 | 9 | nt | 98 | 1.3 | 1 | 100 | 0 | -9
Cc1cc(C)cc(OCCCCCNCCO)c1 | 0 | -2 | -10 | nt | 105 | 0.94 | 1 | 98 | 2 | 10
CC1(NC(=O)COc2ccccc2-c2ccccc2)CCS(=O)(=O)C1 (configuration not stated) | 0 | -3 | -13 | nt | 110 | 1 | 1 | 112 | -13 | 13
Cc1cc(Oc2nc3c(C)cccn3c(=O)c2/C=C(\C#N)S(=O)(=O)c2ccc(Cl)cc2)ccc1Cl | -12 | 3 | 6 | nt | 96 | 0.95 | 1.1 | 93 | 8 | -6
COc1cc2c(cc1NC(=O)c1cc(-c3cccnc3)nc3ccc(C)cc13)oc1ccccc12 | -2 | 5 | 9 | 0.83 | 100 | 1.1 | 1 | 104 | -5 | -9
CCc1c(C)nc2cc(-c3ccc(OC)c(OC)c3)nn2c1N1CCC(C)CC1 | 2 | 14 | 1 | nt | 92 | 1 | 1 | 97 | 4 | -1
Cc1onc(-c2c(F)cccc2Cl)c1C(=O)Nc1c(C)n(C)n(-c2ccccc2)c1=O | 3 | 2 | 3 | nt | 101 | 1 | 1 | 98 | 2 | -2
O=CN(/C=C1\Sc2ccccc2C1=O)Cc1ccccc1 | 5 | -26 | 23 | -2.1 | 126 | 1.7 | 0.9 | 117 | -18 | -23
O=C(Nc1ccccc1)N1CCC(n2c(=O)[nH]c3ccccc32)CC1 | -5 | 16 | -13 | nt | 91 | 1.1 | 1 | 93 | 8 | 13
Cc1ccc(S(=O)(=O)N/N=c2\oc3ccccc3cc2C(=O)Nc2cccc(C)c2)cc1 | -6 | 14 | 46 | nt | 90 | 2 | 1.1 | 107 | -7 | -46
COc1cccc(/C=N/NC(=O)c2ccc([N+](=O)[O-])cc2Cl)c1O | 6 | 5 | -14 | -0.077 | 95 | 1.8 | 0.9 | 90 | 11 | 14
CS(=O)(=O)Nc1ccc(C2=NN(C(=O)c3ccco3)C(c3ccc(F)cc3)C2)cc1 (configuration not stated) | 0 | 16 | 2 | 0.14 | 93 | 0.84 | 1 | 84 | 15 | -2
COc1cc2c(cc1OC)C(C(=O)NCc1ccco1)C(c1cccs1)N(C)C2=O (configuration not stated) | 2 | 4 | -8 | 0.25 | 101 | 1.4 | 1 | 93 | 7 | 8
Cc1ccc(C(=O)c2no[n+]([O-])c2C(=O)c2ccc(C)cc2)cc1 | -3 | -6 | -26 | -5.1* | 109 | 0.48 | 1 | 104 | -4 | 26
Cc1cc(C)c2nc(/N=C(\N)NC(=O)Nc3ccccc3)nc(C)c2c1 | -3 | 2 | 6 | 1.5 | 96 | 0.34 | 1 | 95 | 6 | -6
CCCCn1c(=O)nc2n(-c3ccccc3C)c3ccccc3cc-2c1=O | -4 | 15 | 7 | -1.3 | 90 | 1.1 | 1 | 92 | 9 | -7
Cc1ccc(CSCCC(=O)NCCC2=CCCCC2)cc1 | 0 | -6 | 14 | nt | 106 | 1.4 | 1 | 106 | -7 | -14
O=C1CSC(=Nc2ccccc2Cl)N1 | -2 | 1 | 7 | nt | 103 | 1.3 | 1 | 107 | -8 | -7
CCOC(=O)c1nnn(-c2nonc2N)c1CN(CC)c1ccccc1 | -5 | 2 | -5 | -0.98 | 98 | 1.1 | 1.1 | 95 | 2 | 5
CCCOc1cc(CC(=O)NCc2ccco2)ccc1OC | -5 | 8 | -16 | nt | 93 | 0.96 | 1.1 | 100 | 1 | 16

Given as comma-separated lines: part of the list above.
Compound,FLuc inhib CS,STAT3 blocker,APP 5'UTR act,ROMK primary,STAT3 activator,NF-kB neuron act,FLuc act counter,STAT1 activator,STAT1 inh,APP 5UTR inh
O=CN(/C=C1\Sc2ccccc2C1=O)Cc1ccccc1,5,-26,23,-2.1,126,1.7,0.9,117,-18,-23
O=C(Nc1ccccc1)N1CCC(n2c(=O)[nH]c3ccccc32)CC1,-5,16,-13,nt,91,1.1,1,93,8,13

Other structures follow.
SMILES | FLuc inhib CS | STAT3 blocker | APP 5'UTR act | ROMK primary | STAT3 activator | NF-kB neuron act | FLuc act counter | STAT1 activator | STAT1 inh | APP 5UTR inh
Cc1[nH]cc(Br)c(=O)c1Oc1ncc(C(F)(F)F)cc1Cl | 0 | 5 | 1 | nt | 98 | 1 | 1 | 104 | -6 | -1
COc1ccc(OC)c(NC(=O)C2CCN(Cc3cnn(-c4ccccc4)c3-n3cccc3)CC2)c1 | -6 | -5 | 2 | -1.6 | 101 | 0.67 | 1.1 | 94 | 7 | -2
CCC(=O)c1ccc(OCC(=O)N2CCCC2)c(OC)c1 | -4 | -8 | 0 | -1.3 | 109 | 1 | 1 | 99 | 0 | 0
O=C(NC1CCCCCC1)c1cccs1 | 2 | 6 | 14 | nt | 103 | 1.3 | 1 | 104 | -4 | -14
Cc1nn(CC(=O)NCc2cc3ccccc3[nH]2)c(C)c1[N+](=O)[O-] | -9 | -42 | 5 | 0.35 | 138* | 0.9 | 1.1 | 78 | 24 | -5
Cc1ccc(NC(=O)CSc2nc(=O)cc(N)n2-c2ccccc2)cc1 | -2 | 16 | 17 | nt | 92 | 1.4 | 1 | 97 | 3 | -17
CCc1ccc(N(C(=O)c2snc(C(N)=O)c2N)C(C(=O)NCC2CCCO2)c2cccs2)cc1 (configuration not stated) | -4 | -10 | -14 | -0.87 | 113 | 0.6 | 1 | 114 | -13 | 14
COc1cccc(C=Nc2ccccc2C(=O)Nc2nccs2)c1OC | -7 | -6 | 29 | -0.11 | 104 | 1.4 | 1.1 | 103 | -4 | -29
CCc1ccc(C2C(C(=O)O)c3ccccc3C(=O)N2C)cc1 (configuration not stated) | -12 | -4 | nt | 0.41 | 104 | 1.3 | 1.1 | 98 | 4 | nt
CN(C)c1ccc(C2OC(=O)C3(CCCC3)C(=O)C2(C)C)cc1 (configuration not stated) | -2 | 0 | 0 | nt | 100 | 0.84 | 1 | 101 | -1 | 0
CCOc1ccc2nc(NC3=NCN(CC4CCCO4)CN3)nc(C)c2c1 (configuration not stated) | nt | -1 | -6 | nt | 104 | nt | nt | 99 | 1 | 6
N#CCCN(C(=O)COC(=O)COc1ccc(Cl)cc1)c1ccccc1 | -8 | 6 | -7 | 1.5 | 99 | 1.5 | 1.1 | 100 | 0 | 7
O=S(=O)(c1ccccc1)N1CCN(CC2CC3C=CC2C3)CC1 (configuration not stated) | -7 | 11 | 10 | -0.63 | 99 | 0.98 | 1.1 | 97 | 3 | -10
Cc1cccc(-c2cc(C(=O)Nc3sc(C)c(C)c3C(N)=O)c3ccccc3n2)c1 | 1 | 12 | -12 | 0.097 | 96 | 0.89 | 1 | 98 | 2 | 12
O=C1Nc2ccccc2C12NCCc1c2[nH]c2ccccc12 (configuration not stated) | -5 | -9 | -8 | 0.63 | 113 | 1.2 | 1 | 90 | 11 | 8
CCOc1ccc(NC(=O)CC2C(=O)N(c3ccccc3)C(=O)N2CCc2cccs2)cc1 (configuration not stated) | -1 | 11 | -6 | -0.082 | 89 | 1.1 | 1 | 89 | 12 | 6
Clc1ccc(Cn2ncc3c(NCc4ccccc4)ncnc32)c(Cl)c1 | -10 | 1 | -13 | -0.43 | 103 | 1.2 | 1.1 | 100 | 0 | 13
CCC(=O)c1ccc(OCC(=O)N2CCc3cc(OC)c(OC)cc3C2)cc1 | -5 | 4 | 6 | nt | 100 | 0.87 | 1.1 | 93 | 8 | -6
